Assay outcomes from PubChem BioAssay.
TCR activator – T cell receptor activation; AID 504894; primary human leukocytes, anti-CD3, IL-2 HTRF, 48 h; 330,000 tested, under 10 active; Potency, µM (highest dose often 9.22 µM), for inactives: at the top dose activation of IL-2 secretion, hits mostly activators; also: % of control where 0% means no effect
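Primary human leukocytes were stimulated with a-CD3 beads plus compounds for 48 hr without co-stimulation; secreted IL-2 was quantified by HTRF using a-IL-2-K (europium cryptate) and a-IL-2-d2, excited at 320nm with acceptor emission read at 665nm.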
USP2a inh – inhibitors of human ubiquitin-specific protease USP2a; O75604; USP2 core, Ub-CHOP2 coupled fluorogenic reporter, 485/531; Potency, µM (top dose mostly 38.3 µM), inactives show at the highest dose activity change, negative = inhibition, most hits filed as inhibitors; 330,000 compounds, 0.01% hits;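 also: potency is read from the fitted curve at half-maximal effect; plate controls were DMSO wells for no effect and full inhibition by NEM control for full effect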
Target sequence (O75604 whole entry, looked up): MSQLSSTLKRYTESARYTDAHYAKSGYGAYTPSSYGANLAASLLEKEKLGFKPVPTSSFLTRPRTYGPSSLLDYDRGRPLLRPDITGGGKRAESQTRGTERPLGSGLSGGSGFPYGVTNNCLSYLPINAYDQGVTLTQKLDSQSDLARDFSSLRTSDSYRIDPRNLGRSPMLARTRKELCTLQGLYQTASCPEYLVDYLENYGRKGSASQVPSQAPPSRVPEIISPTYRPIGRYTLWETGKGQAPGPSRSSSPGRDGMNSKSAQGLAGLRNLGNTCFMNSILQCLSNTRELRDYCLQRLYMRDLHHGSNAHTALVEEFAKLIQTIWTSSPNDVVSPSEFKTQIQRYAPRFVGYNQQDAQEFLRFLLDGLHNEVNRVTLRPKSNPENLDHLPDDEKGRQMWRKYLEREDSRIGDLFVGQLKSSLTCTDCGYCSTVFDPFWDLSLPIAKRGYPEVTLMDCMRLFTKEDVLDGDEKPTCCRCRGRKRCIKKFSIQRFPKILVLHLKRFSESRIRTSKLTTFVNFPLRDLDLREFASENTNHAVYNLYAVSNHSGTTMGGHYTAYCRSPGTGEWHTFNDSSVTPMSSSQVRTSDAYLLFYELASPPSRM
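USP2 core (10nM final) preincubated 30min RT with compound in 20mM Tris-HCl pH 8.0, 2mM CaCl2, 2mM beta-mercaptoethanol, 0.05% CHAPS; 25nM Ub-CHOP2 plus 25nM reporter substrate added, fluorescence (Ex485/Em531) read after 60min.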
Eya2 inh – inhibitors of human Eya2 phosphatase activity; AID 488837; recombinant Eya2, OMFP fluorescence dephosphorylation (OMFP is methylfluorescein phosphate); Potency, µM (doses to about 76.9 µM), without a hit: at the highest dose activity, negative = inhibition, hits mostly inhibitors; 330,000 compounds, 0.006% hits; also: potency is read from the fitted curve at half-maximal effect; % is scaled to controls: 0 for no effect and ±100 for the full control effect
Target sequence (O00167 whole entry, looked up): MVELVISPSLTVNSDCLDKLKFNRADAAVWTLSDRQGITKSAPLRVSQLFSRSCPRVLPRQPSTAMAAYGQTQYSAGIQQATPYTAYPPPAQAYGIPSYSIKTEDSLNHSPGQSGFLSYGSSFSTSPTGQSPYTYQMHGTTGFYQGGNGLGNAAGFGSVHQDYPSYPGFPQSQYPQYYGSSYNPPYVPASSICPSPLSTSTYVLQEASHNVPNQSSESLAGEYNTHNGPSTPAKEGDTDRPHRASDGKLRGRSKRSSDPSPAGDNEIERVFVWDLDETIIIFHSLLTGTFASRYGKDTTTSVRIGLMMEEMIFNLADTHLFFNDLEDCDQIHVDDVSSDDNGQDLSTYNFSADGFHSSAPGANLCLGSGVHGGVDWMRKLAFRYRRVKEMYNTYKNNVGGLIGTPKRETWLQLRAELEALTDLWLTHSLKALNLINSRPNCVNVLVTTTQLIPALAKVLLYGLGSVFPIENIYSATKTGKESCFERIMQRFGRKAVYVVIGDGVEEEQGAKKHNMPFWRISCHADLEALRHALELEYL
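Eya2 (0.2 uM) preincubated 10 min at ambient with compound, then OMFP substrate added at 50 uM; 10 min reaction in 50 mM HEPES pH 7.5, 50 mM NaCl, 5 uM MgCl2, 0.05% BSA, 1 mM DTT. Fluorescence read at Ex 485/Em 525 nm.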
TSHR antag – antagonists of human thyroid stimulating hormone receptor. P16473. TSHR-expressing cells, TSH-stimulated cAMP HTRF, 2 h; active compounds read low. activity change, negative = inhibition, % at 11.5 µM. 330,000 compounds, 0.2% hits;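 active = activity change below a set negative limit, meaning inhibition stronger than a set level, cut at about -70% in these data; inconclusive = activity change between two set negative limits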; also: % is scaled to controls: 0 for no effect and ±100 for the full control effect
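Competitive HTRF cAMP read-out (cryptate anti-cAMP antibody, cAMP-d2; 30 min, room temperature) in freshly harvested TSHR cells. Compounds added before TSH at EC80 (4nM final), followed by 2 hours' incubation at 37 deg C.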
ELG1 repair inh – inhibitors of ELG1-dependent DNA repair in HEK293T cells; 330,000 compounds, 2.3% hits; AID 504467; HEK293T ELG1-luciferase reporter, luminescence, 16 h; DNA damage induced by 5-fluorouridine; Potency, µM (highest dose often 46.1 µM), without a hit: top-dose activity change, negative = inhibition, most hits filed as inhibitors; also: potency is read from the fitted curve at half-maximal effect; % is scaled to controls: 0 for no effect and ±100 for the full control effect; nearly all actives have a fitted effect of over 55% in size
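Luminescence from the luciferase reporter, measured 30 min after ONE-Glo reagent at room temperature, was the read-out. Beforehand, 2,000 cells per well were exposed for 16 hr at 37 °C to 5-fluorouridine together with compound or vehicle.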
hERG WT inh – inhibitors of human wildtype KCNH2 potassium channel | Q12809 | U2OS, BacMam KCNH2, thallium flux FluxOr; active compounds read low | activity change, % at 1.84 µM | 340,000 compounds, 0.37% hits | AID 720551;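 active = maximum activity change below -70%; inconclusive = maximum activity change between -70% and -50%; inactive = maximum activity change above -50%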; also: % is scaled to controls: 0 for no effect and ±100 for the full control effect
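U2OS cells transduced with wild-type KCNH2 virus are loaded with FluxOr dye for 45 min, and thallium flux is measured in kinetic reads before and after stimulation buffer. Rate constants are normalized to DMSO controls.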
TRPV1 agonist – agonists of human vanilloid receptor 1 (TRPV1); Q8NER1; TRPV1-expressing cells, Fluo-8 calcium influx, agonist mode; activation, % at 8.33 µM; 320,000 compounds, 0.19% hits; in the data active = activation above about 80%; inconclusive = between about 30% and that limit; also: 0% is about no effect
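Fluo-8 calcium influx in TRPV1-expressing cells, kinetic read (ex 480/em 520 nm). Compound added and read 3 min for agonist activity, followed by capsaicin at EC20 final and 2 min further read for enhancement.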
Mito fusion act – inhibitors of mitochondrial division or activators of mitochondrial fusion. 320,000 compounds, 0.23% hits. AID 485298. Potency, µM (highest dose often 46.1 µM), for the others: at the highest dose growth rescue (activation), most hits filed as activators. S. cerevisiae fusion-defective mutant growth rescue, CellTiterGlo 48 h;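 also: potency is read from the fitted curve at half-maximal effect; % of control where 0% means no effect; nearly all actives have a fitted effect of over 45% in size; temperature-sensitive fusion mutants such as fzo1-1 at 37 °C on non-fermentable ethanol glycerol medium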
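Growth-rescue viability read-out: after 48 h at the non-permissive 37C in glycerol/ethanol YPEG, yeast mitochondrial fusion mutants are measured by CellTiterGlo luminescence; compounds (23 nl pinned per well) restoring growth score as division inhibitors or fusion activators.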
KCNH2 3.1 inh – KCNH2 3.1 (human) potassium channel inhibition; U2OS KCNH2 3.1, thallium flux FluxOr; active compounds read low; activity change, % (tested at about 1.8 µM); 340,000 compounds, 0.95% hits; AID 720553;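 active = maximum activity change below -70%; inconclusive = maximum activity change from -70% to -50%; inactive = maximum activity change above -50%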;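 also: thallium influx rate constant from kinetic fluorescence after stimulation buffer; % is scaled to controls: 0 for no effect and ±100 for the full control effect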
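U2OS cells transduced with KCNH2 3.1 mutant virus (1.77 x 10^8 /mL, 4 h), plated overnight at 37 C, loaded 45 min with FluxOr dye plus Red40 quencher. Thallium flux rate constant from kinetic reads after stimulation buffer, normalised to controls.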
A-T KAP1 phos – candidate therapy for ataxia-telangiectasia. […] A-T fibroblasts, KAP-1 phosphorylation AlphaLISA; neocarzinostatin DNA damage 30 min before lysis. Potency, µM (top dose mostly 57.5 µM), inactives show at the highest dose activation, most hits filed as activators. 320,000 compounds, 0.19% hits; also: potency is read from the fitted curve at half-maximal effect; % of control where 0% means no effect; nearly all actives have a fitted effect of over 45% in size
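hTERT-immortalized A-T patient fibroblasts ([…]), 500 cells/well in OPTI-MEM, 1% FBS, got compounds for 60 min, then NCS for 30 min at 37C. Lysates were then assayed for phospho-KAP-1 by AlphaLISA (anti-pKAP1 donor, anti-KAP1 acceptor beads), 6 hr at 25C.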
The depositor's hits bear a star; ? = inconclusive; nt = not tested or not shown; [ ] = another dose, or the depositor's remark. Unless noted, calls follow the shape of the dose curve; as a rule, active = well fitted curve in the direction sought with a large enough effect; inconclusive = small, poorly fitted or top-dose-only effect, or another doubt; inactive = no such curve, though single readings can be large; an effect the other way counts as inactive or inconclusive. Some of the compounds tested; count on the stated rates, not on these rows.

Screens in order – TCR activator, USP2a inh, Eya2 inh, TSHR antag, ELG1 repair inh, hERG WT inh, TRPV1 agonist, Mito fusion act, KCNH2 3.1 inh, A-T KAP1 phos
- CCOc1ccc(/C=C2\SC(=O)N(CCNC(=O)C3COc4ccccc4O3)C2=O)cc1OC (stereo not drawn)
  -4.4%, 1.4%, -30.4%, 18.2, ?, -14.1, -4.9, -3.2%, -4.0, 0.1%
- NNC(=O)c1ccc(Cn2cc(Br)c(N)n2)cc1
  -3.8%, 3.5%, -16.7%, -5.4, 14.3%, 2.2, 16.3, 3.6%, 6.9, -1.7%
- O=C(OCC(=O)N1CCCC1=O)c1ncc(Cl)c(Cl)c1Cl
  6.1%, 0.1%, 15.0%, 11.5, 5.1%, -3.0, 13.3, -0.8%, -5.6, -15.5%
- CN(C)c1ccc(/C=C/c2nnnn2-c2ccccc2)cc1
  3.7%[46.1 µM], 0.8%, -5.0%, 4.2, ?, 9.5, 17.6, 11.7%, 5.3, -4.2%
- CN(CCO)S(=O)(=O)c1ccc2c(c1)C(=O)c1cc(S(=O)(=O)N(C)CCO)ccc1-2
  3.1%, 1.5%, -10.6%, -4.5, -6.7%, -0.7, -1.8, 0.4%, -4.0, -10.3%
- CCN(CC)CCNc1cc(C)c(C#N)c2nc3ccccc3n12
  -1.7%, 4.6%, 1.6%, 30.1, -17.9%, 2.6, -3.1, -13.8%, 5.2, -0.6%
- Cc1[nH]n(-c2nc(-c3ccccc3F)cc(=O)[nH]2)c(=O)c1CCO
  -3.2%, 1.5%, 6.9%, -8.4, 0.5%, -15.3, 0.0, -2.5%, 5.9, -2.3%
- CC(C)n1cnnc1SCC(=O)Nc1cccc(S(=O)(=O)N(C)c2ccccc2)c1
  -3.4%, 0.0%, -4.0%, -2.2, -21.1%, 4.9, 7.2, 2.8%, 2.2, -13.5%
- CCNC(=O)NC(=O)C(C)OC(=O)CCS(=O)(=O)c1ccc(C)cc1 (stereo not drawn)
  nt, 4.3%, 5.5%, 11.7, 10.5%, 4.3, -1.4, 3.6%, 15.6, -6.5%
- COc1ccc(CCNC(=S)NNC(=O)c2c(Br)c(C)nn2C)cc1OC
  -2.6%, -5.4%, 5.2%, -12.9, 8.1%, 7.1, -2.7, 2.2%, -74.6*, 10.1%
- CCOC(=O)/C(C#N)=C/c1cn(CCC(=O)O)nc1-c1ccc(OC)cc1
  2.3%, -0.8%, -3.2%, -16.4, 0.7%, 2.1, -1.7, 0.8%, -8.6, 6.6%
- CCCCC#Cc1ccc2c(c1)COc1c3ccccc3nn1-2
  -2.8%, 6.2%, -9.3%, -13.6, ?, 16.4, ?, 2.6%, -1.5, 6.5%
- CN(C(=O)COC(=O)CNS(=O)(=O)/C=C/c1ccccc1)C1CCS(=O)(=O)C1 (stereo not drawn)
  4.7%, 1.6%, 18.5%, 7.0, 5.0%, -3.8, -1.9, 0.5%, -0.5, 1.9%
- CC(c1ccco1)N(C(=O)c1ccc(S(=O)(=O)N2CCCCC2)cc1)c1ccccn1 (stereo not drawn)
  -23.1%, -0.6%, -17.3%, -0.9, 3.9%, -4.0, 16.1, 0.3%, 12.8, -11.0%
- C#CCOCCOCCOCCNc1nc(N2CCN(C(=O)C([C@@H](C)CC)n3cc(C(N)CO)nn3)CC2)nc(N2CCN(C(=O)[C@H](CCC(=O)O)n3cc(C(N)Cc4ccc(O)cc4)nn3)CC2)n1 (stereo partly drawn)
  nt, 4.3%, -1.4%, -1.4, 3.9%, nt, -3.6, 7.3%, nt, -29.0%
- CCn1ncc(Br)c1C(=O)Nc1cccc(F)c1
  2.3%, 4.4%, 8.8%, 25.3, -13.0%, 3.9, 29.6, -7.3%, 7.7, -0.5%
- CC(C)(C)c1cc(NC(=O)Nc2ccccc2)no1
  -5.5%, 4.9%, 6.4%, -3.0, ?, -3.1, ?, 2.4%, 10.4, -9.8%
- O=c1ccnc(SCc2ccccc2Cl)[nH]1
  0.3%, 1.7%, -2.8%, -6.1, 8.2%, 3.9, -0.9, 5.6%, 5.0, 0.0%
- Cc1ccc2[nH]c3c(=O)n4c(nc3c2c1)SCC4
  -0.3%, 0.7%, -2.9%, 21.7, 0.0%, -9.3, -3.7, -0.7%, 12.7, 5.0%
- O=C(COC(=O)/C=C/c1ccc(C(F)(F)F)cc1)NC(=O)NCc1ccco1
  -4.8%, -0.9%, 14.2%, 3.7, 14.7%, -7.5, 4.2, -5.8%, -8.0, 18.2%
- O=C(Nc1nc2c(s1)CCCC2)c1ccc(Br)s1
  -1.2%, -0.3%, 6.7%, -37.9, ?, -1.4, ?, 21.6%, -12.0, 5.0%
- CC(NS(=O)(=O)c1cn(C)c(=O)n(C)c1=O)c1ccccc1 (stereo not drawn)
  0.8%, 1.1%, 8.8%, 6.0, -2.4%, 2.5, -0.9, 0.7%, 3.3, 6.2%
- Cc1cccc(NC(=O)[C@H](C)NC(=O)[C@@H]2Cc3ccccc3CN2C(=O)OC(C)(C)C)c1
  6.7%, 0.2%, -1.9%, -12.5, 0.9%, -3.8, 15.2, -4.4%, -6.4, -3.1%
- COc1cc(C(C(=O)NC2CCCC2)N(C(=O)c2snc(C(N)=O)c2N)c2ccccc2)cc(OC)c1OC (stereo not drawn)
  -0.8%, 0.5%, -0.5%, -1.4, 1.0%, 10.9, -0.7, -2.9%, 1.2, 4.3%
- COc1ccc(NC(=O)C2CCN(S(=O)(=O)c3c(C)nn(C)c3C)CC2)cc1
  -2.8%, 2.5%, 6.9%, -6.3, 11.5%, -46.2, -0.2, -4.8%, 30.2, -6.4%
- CC1(C(=O)Nc2cccc3ccccc23)CC1(Br)Br (stereo not drawn)
  0.1%, 4.1%, -6.7%, -3.4, ?, -0.7, 0.2, -0.1%, 20.3, 8.1%
- O=C(c1ccc(F)cc1)N(Cc1ccco1)C1CCS(=O)(=O)C1 (stereo not drawn)
  -1.3%, -1.3%, 5.4%, 24.0, 10.5%, -5.0, -3.8, -1.6%, -5.9, 5.9%
- O=C1N=C(N2CCN(c3ccccc3)CC2)S/C1=C\c1ccco1
  1.5%, -1.1%, 3.1%, -8.1, ?, -6.1, -6.5, ?, 15.0, -5.9%
- OCCN1CCN(CCSc2ccccc2)CC1
  -5.9%, -1.3%, 5.3%, 20.5, 9.5%, 3.0, -0.7, -3.2%, 10.0, -28.3%
- O=C(COC(=O)c1ccc(O)cc1)c1ccc(S(=O)(=O)N2CCCCC2)cc1
  1.6%, -3.3%, -11.6%, 10.4, -8.1%, 2.2, -0.6, 0.5%, 0.1, 3.0%
- CC(C)(C)C(=O)NC(=S)Nc1ccccc1F
  -5.8%, -0.5%, -3.6%, -3.9, ?, -5.1, 7.7, -15.1%, -2.1, 1.8%
- O=C(Cc1ccc(S(=O)(=O)N2CCOCC2)s1)NCC(=O)Nc1ccccc1Br
  4.5%, 0.8%, -0.9%, -1.5, -12.7%, -1.3, -2.5, 0.2%, -15.7, 4.4%
- C=CCn1c(SCC(=O)c2ccc(OC)cc2)nnc1C(C)NC(=O)c1cccs1 (stereo not drawn)
  4.8%, 1.8%, 16.7%, 9.5, 3.9%, -20.1, 2.2, -4.8%, 3.2, 0.3%
- CN(Cc1ccno1)Cc1cn(C)nc1-c1ccc(Oc2ccccc2)cc1
  -3.8%, 1.0%, 2.9%, -17.5, -11.9%, -8.3, 4.9, 11.2%, -2.6, -4.7%
- O=C1CCCC2=C1C(c1ccncc1)c1c(nc(SCc3ccccc3Cl)[nH]c1=O)N2 (stereo not drawn)
  3.2%, 0.8%, -4.7%, 39.4, 7.7%, 1.4, -3.9, 12.3%, 4.5, nt
- O=C(CNCc1ccco1)Nc1ccc(N2CCCCCC2)cc1
  -1.8%, -1.4%, 4.8%, -3.4, 6.9%, -3.1, ?, 4.2%, -28.1, -3.4%

An excerpt from above in order of length of the SMILES, lowest first:
Screens in order – TCR activator, USP2a inh, Eya2 inh, TSHR antag, ELG1 repair inh, hERG WT inh, TRPV1 agonist, Mito fusion act, KCNH2 3.1 inh, A-T KAP1 phos
- CC(C)(C)C(=O)NC(=S)Nc1ccccc1F
  -5.8%, -0.5%, -3.6%, -3.9, ?, -5.1, 7.7, -15.1%, -2.1, 1.8%
- C=CCn1c(SCC(=O)c2ccc(OC)cc2)nnc1C(C)NC(=O)c1cccs1 (stereo not drawn)
  4.8%, 1.8%, 16.7%, 9.5, 3.9%, -20.1, 2.2, -4.8%, 3.2, 0.3%
- O=C1CCCC2=C1C(c1ccncc1)c1c(nc(SCc3ccccc3Cl)[nH]c1=O)N2 (stereo not drawn)
  3.2%, 0.8%, -4.7%, 39.4, 7.7%, 1.4, -3.9, 12.3%, 4.5, nt
